# PhoP GFP inhibition – Inhibition of PhoP regulon, Salmonella typhi GFP reporter cells, confirmation, 4 h (AID 1850); 0.33% of 310,000 active; inhibition, % at 50 µM, or IC50 in µM where a hit was titrated; Salmonella Typhi PhoP-promoter GFP reporter, fluorescence, 4 h; higher % means a stronger effect; in the data active means a potency from the dose series; inconclusive means inhibition mostly from about 25% at the one dose, without a potency; inactive means the rest, 99 in 100 with inhibition below about 19%;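 further: 0% = induced wells with vehicle and 100% = uninduced wells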
# inhibitors of VEEV – inhibitors of VEEV TC-83 cytopathic effect, confirmation, Vero cells (AID 588727) | Vero cells, VEEV TC-83 cytopathic effect inhibition; higher % means a stronger effect | inhibition, % at 20 µM; hits with a dose series show IC50 in µM | 0.13% of 350,000 active; in the data active means a potency from the dose series; inconclusive means inhibition mostly from about 14% at the one dose, without a potency; inactive means the rest, 99 in 100 with inhibition below about 12%; further: strong numbers were not always called active
# M. tuberculosis – growth inhibition of non-replicating M. tuberculosis (AID 488890). Mycobacterium tuberculosis non-replicating, growth inhibition; higher % means a stronger effect. inhibition, % at 25 µM, or IC50 in µM where a hit was titrated. 0.39% of 320,000 active; in the data active means a potency from the dose series; inconclusive means inhibition mostly from about 82% at the one dose, without a potency; inactive means the rest, 99 in 100 with inhibition below about 76%;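 further: plate controls were DMSO cells for no effect and high antibiotic wells for full effect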
# H1N1 NS1A inhibition – NS1A inhibition, H1N1 influenza, cell based functional assay (AID 504329); NS1A functional cell-based assay, percent inhibition; higher % means a stronger effect; one-dose inhibition, % at 12.5 µM; IC50 in µM for titrated hits; 0.3% of 340,000 active; in the data active means a potency from the dose series; inconclusive means inhibition above about 27% without an active follow-up result; further: strong numbers were not always called active
# H37Rv inhibition – M. tuberculosis growth inhibition, HTS (AID 449762); M. tuberculosis H37Rv growth inhibition, 7H9 media; higher % means a stronger effect; 0.59% of 330,000 active; inhibition, % at 25 µM; hits with a dose series show IC50 in µM; in the data active means a potency from the dose series; inconclusive means inhibition above about 70% without an active follow-up result;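 further: bacterial growth assessed after seven days of incubation; strong numbers were not always called active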
# inhibitors of VEEV 10K pilot screen – further read-out of inhibitors of VEEV, marked with its call; inhibition, %; measured here: 10K pilot screen inhibition
# An asterisk follows results filed as active; i = inactive; ? = inconclusive; . = no result given.
SMILES,PhoP GFP inhibition,inhibitors of VEEV,M. tuberculosis,H1N1 NS1A inhibition,H37Rv inhibition,others
Cc1cc(SCc2ccc(Cl)cc2Cl)nc(=O)[nH]1,-4%,i,16%,14%,-4%,
O=C(CN1CCN(C(=O)c2ccco2)CC1)Nc1ccc2c(c1)OCO2,-9%,i,-13%,1%,-6%,
O=C(CCCOc1ccc(Br)cc1)NNC(=O)c1ccncc1,-1%,5.2%,75%,-2%,?,
NC(=O)c1cnn2c(-c3cccc(C(F)(F)F)c3)ccnc12,1%,0.4%,-18%,.,1%,
Cc1cc(C(=O)COc2ccccc2[N+](=O)[O-])c(C)n1-c1cccc(S(=O)(=O)N2CCOCC2)c1,-3%,11%,49%,-7%,5%,
CC(CC(=O)NCc1ccc(F)cc1)c1ccccc1 (centres undefined),0%,0.7%,29%,-5%,5%,
COc1cccc(NC(=O)CN(C)C(=O)c2cc(-c3ccco3)nc3ccccc23)c1,9%,8.8%,17%,-1%,6%,
CCN1C(=O)/C(=C2\SC(=S)N(NC(=O)c3cccnc3)C2=O)c2ccccc21,2%,0.6%,-10%,-9%,8%,
COc1ccc(C(=O)N[C@H](C(=O)NCc2ccc(C)cc2)C(C)C)cc1,5%,2.0%,-2%,7%,1%,
CCOC(=O)c1c(C)n(C)c2cc(Br)c(OC)cc12,0%,0.8%,-20%,-19%,3%,
O=c1c2c([N+](=O)[O-])cc([N+](=O)[O-])cc2sn1Cc1ccccc1,11%,5.9%,?,-3%,12%,
NS(=O)(=O)c1ccc(CNC(=O)c2ccc(Cl)c(S(=O)(=O)NCc3ccccc3)c2)cc1,.,1.3%,12%,-9%,-6%,
COc1ccc(C2(C)NC(=O)N(CC(=O)c3ccc4c(c3)OCO4)C2=O)cc1 (centres undefined),-5%,6.8%,38%,-7%,-7%,
Cc1ccc(NC(=O)CC(=O)Nc2ccc(C)cc2C)c(C)c1,7%,i,15%,-21%,11%,
CC(C)Oc1ccc(C2(C#N)CC[N+](C)(C)CC2)cc1,1%,2.2%,-21%,1%,-6%,
Cc1cc(C(=O)COC(=O)c2ccc(O)cc2)c(C)n1CC(F)(F)F,.,6.8%,17%,-4%,-4%,
COCCn1c(Sc2nc(C)cs2)nc2c1c(=O)[nH]c(=O)n2C,-8%,4.4%,.,15%,.,
Cc1cc(C)n2c(SCC(=O)NC3CCCCC3C)nnc2n1 (centres undefined),-15%,0.1%,2%,6%,7%,
COc1cc(NC(=O)C2CCN(S(=O)(=O)c3cccc4nonc34)CC2)cc(OC)c1,-4%,1.4%,6%,1%,3%,
CCCCCN1CSC(=S)N(Cc2ccccc2)C1,?,10%,?,-3%,?,
COc1ccc(CC(=O)Nc2ccc(S(=O)(=O)N3CCC(C)CC3)cc2)c(OC)c1,.,0.6%,48%,-11%,0%,
CN(Cc1cccs1)C(=O)CN1CCN(S(=O)(=O)c2ccc3c(c2)OCCCO3)CC1,.,3.2%,.,-4%,.,
Cc1[nH]c2ccccc2c1Cc1n[nH]c(=S)n1C,-9%,0.8%,7%,5%,8%,inhibitors of VEEV 10K pilot screen=0.2
O=[N+]([O-])c1cccc(/C=N/N=C\c2ccccc2)c1,1%,i,-5%,5%,6%,
CCOCCCNC(=O)c1ccc(N2CC3CC(C2)c2cccc(=O)n2C3)c(NC(=O)Nc2cccc(OC)c2)c1 (centres undefined),6%,1.3%,-7%,10%,-1%,
# (further entries)
SMILES,PhoP GFP inhibition,inhibitors of VEEV,M. tuberculosis,H1N1 NS1A inhibition,H37Rv inhibition,others
O=C(CN1C(=O)CC(c2ccco2)Sc2ccccc21)Nc1ccc2c(c1)OCCO2 (centres undefined),3%,5.9%,29%,4%,-2%,
O=C(NCc1cccs1)c1ccc(Cl)s1,-11%,3.2%,?,-2%,14%,
CCCn1nnc(NC(=O)c2cc3ccccc3o2)n1,8%,1.1%,43%,-2%,-15%,
CCOc1ccc(N2C(=O)c3ccccc3C2O)cc1 (centres undefined),-5%,0.5%,13%,0%,4%,
O=C(N/N=C/c1sc(N2CCOCC2)nc1-c1ccccc1)c1ccccc1F,-2%,.,3%,.,-4%,
COc1cccc(NC(=O)N2CCC3(CC2)OCCO3)c1,-3%,i,4%,-3%,-7%,
COC(=O)c1ccc2[nH]c(CO)c(-c3ccccc3)c2c1,-1%,12%,-3%,14%,26%,
CN1C(=O)C(Cl)(Cl)C(=O)c2ccccc21,-8%,i,.,-3%,.,
CCCCc1nc(N2CCOCC2)c(C#N)c2c1CCCC2,-4%,2.5%,33%,3%,9%,
COc1cccc(NC(=O)COC(=O)CCCc2c[nH]c3ccccc23)c1,-12%,1.9%,.,10%,9%,inhibitors of VEEV 10K pilot screen=1.0
CC(C)c1ccc(CN2CCC(C(=O)NCc3cccnc3)CC2)cc1,-3%,0.4%,-1%,-4%,-7%,
CCOC(=O)N1CCC(NC(=O)c2sc(-n3cccc3)nc2C)CC1,-1%,1.3%,-5%,-18%,7%,
O=C(c1ccc(Br)o1)N1CCCc2ccccc21,6%,2.4%,.,15%,5%,inhibitors of VEEV 10K pilot screen=0.8
O=C(NCCCC1CCCC1)C1CCC(=O)N(Cc2cccc(F)c2)C1 (centres undefined),-6%,2.8%,15%,19%,5%,
COc1cc(CNc2ccc3[nH]c(=O)[nH]c3c2)ccc1OCC(=O)NC(C)(C)C,4%,1.7%,18%,-7%,3%,
Cc1ccc(NC(=O)NCCCN2CCCC2=O)c(C)c1,-3%,0.2%,-8%,5%,-7%,
CCOC(=O)C1=C(c2ccccc2)NC(SC)=C(C#N)C1c1cccnc1 (centres undefined),-3%,0.9%,32%,-11%,3%,
O=C(NNC1CC(=O)N(c2ccccc2)C1=O)c1ccccc1Cl (centres undefined),-15%,1.4%,2%,-1%,-6%,
COc1ccc(S(=O)(=O)N2CCN(Cc3cccnc3)CC2)cc1,.,2.4%,.,-11%,.,
Cc1cccc(NC(=S)/N=C(\N)Nc2nc(C)c3ccccc3n2)c1,-4%,5.1%,-18%,-4%,-2%,
CC(C)c1cc(-c2n[nH]c(=S)n2Cc2ccccc2)cs1,-10%,0.3%,-6%,-1%,-7%,
COc1ccccc1NC(=S)N/N=C1\CC(C)(C)Oc2ccc(O)cc21,8%,1.0%,12%,11%,5%,
O=C(COc1ccc(Br)cc1F)Nc1nnc(C2CC2)s1,.,1.4%,1%,-9%,-12%,
Cc1ccc(Oc2nc(-c3ccccc3)ncc2S(C)(=O)=O)cc1,0%,1.1%,-6%,-7%,-2%,
CC(C)=N/N=C(\N)SCc1ccccc1,12%,1.1%,13%,-21%,-5%,
# Next results follow:
SMILES,PhoP GFP inhibition,inhibitors of VEEV,M. tuberculosis,H1N1 NS1A inhibition,H37Rv inhibition,others
COc1cc(C(=O)NCCOc2cc(C)cc(C)c2)cc(OC)c1OC,-2%,1.5%,19%,-7%,0%,
CCC(C)N(C(=O)COC(=O)COc1c(C)cc(C)cc1C)C1CCS(=O)(=O)C1 (centres undefined),-4%,1.5%,-2%,-4%,17%,
N#Cc1ccccc1Cn1cc(C#N)c2ccccc21,-10%,0.7%,-3%,11%,-6%,
CC1CCN(C(=O)/C(=C/c2ccccc2Cl)c2ccccc2)CC1,-6%,i,0%,2%,-9%,
C/C(=N/NC(=O)c1nnn(-c2nonc2N)c1COc1ccccc1)c1ccccc1Cl,-9%,3.1%,40%,4%,-4%,
Cc1nnc(NC(=O)c2cc(-c3ccncc3)nc3c(C)cccc23)s1,-2%,10%,3%,-11%,9%,
CCCCCC(=O)NNC1CC(=O)N(c2cccc(OCC)c2)C1=O (centres undefined),-2%,i,-7%,-22%,-4%,
CC1(C)C2CC[C@]3(C)C(CC=C4[C@@H]5C[C@@](C)(CO)[C@@H](O)C[C@]5(C(=O)O)CC[C@]43C)[C@@]2(C)CC[C@@H]1O (some centres undefined),-13%,.,6%,.,-10%,
CC(C)C(NC(=O)CC12CC3CC(CC(C3)C1)C2)C(=O)O (centres undefined),-6%,0.2%,-15%,11%,2%,
CCCCCCCCNC(=O)CC(NS(=O)(=O)c1ccc(NC(C)=O)cc1)C(C)C (centres undefined),-5%,i,45%,-1%,-10%,
Cn1c(CN2CCOCC2)nnc1SCc1cccc(F)c1,1%,0.8%,-1%,2%,2%,
COc1ccc(CN2C(=O)NC(=O)/C(=C/c3ccc([N+](=O)[O-])s3)C2=O)cc1,-3%,3.0%,?,6%,?,
CCOC(=O)N1CCC(=NNc2ccnc3cc(Cl)ccc23)CC1,35µM*,2.5%,45%,1%,13%,
CC(=O)COC(=O)C1=NN(c2ccccc2)C(=O)CC1,-10%,i,4%,-3%,4%,
CNC(=O)c1c(NC(=O)c2ccc(S(=O)(=O)N3CCCCC3)cc2)sc2c1CCN(C(C)C)C2,-1%,11%,35%,4%,8%,
CCN(C(=S)Nc1ccccc1F)C1CCCCC1,0%,i,-3%,-3%,-2%,
O=C(Nc1cccc(C(=O)Nc2ccc(Br)cc2)c1)c1ccccc1,-6%,0.7%,10%,-30%,-1%,
O=C(OCCN1CCCCC1)c1ccccc1Cl,9%,1.8%,-2%,-2%,-14%,
CCOc1ccc(Oc2cc(NC(=O)c3ccco3)cc([N+](=O)[O-])c2)cc1,1%,6.8%,-3%,4%,-9%,
O=C(c1ccccc1Cl)N1N=C(c2cccs2)CC1c1cccc(O)c1 (centres undefined),-1%,3.9%,25%,0%,7%,
O=C(Cn1cnc2ccccc2c1=O)NCCC(=O)N1CCN(Cc2ccccc2)CC1,5%,1.9%,2%,17%,-6%,
CC(C)CC(NC(=O)OC(C)(C)C)C(=O)NCc1ccccc1 (centres undefined),2%,0.3%,-11%,-11%,-1%,
Cn1cccc1/C=N\NC(=O)C1COc2ccccc2O1 (centres undefined),12%,3.4%,i,7%,4%,
C[C@H](N=C1NS(=O)(=O)c2ccccc21)C(=O)OCc1cc([N+](=O)[O-])cc2c1OCOC2,2%,1.2%,-17%,-8%,-3%,
C=CCOc1cccc(/C=N/NC(=O)CN(c2cc(Cl)ccc2OC)S(=O)(=O)c2ccc(C)c([N+](=O)[O-])c2)c1,-9%,i,3%,-6%,0%,
# (further entries)
SMILES,PhoP GFP inhibition,inhibitors of VEEV,M. tuberculosis,H1N1 NS1A inhibition,H37Rv inhibition,others
CC(C)(C)c1ccc(/C=C2\SC(=O)N(CCNC(=O)c3cccc(S(=O)(=O)N4CCOCC4)c3)C2=O)cc1,-18%,5.7%,21%,7%,-15%,
CCOC(=O)C1=C(C)N(CCCC(=O)O)C(=O)NC1c1ccc(Cl)cc1Cl (centres undefined),4%,i,-12%,-12%,-4%,
C/C(=N\NC(=O)c1nc2ccccn2c1C)c1ccco1,-2%,1.2%,9%,-11%,3%,
C#CCOc1c(Br)cc(/C=C2/C(=O)ON=C2C)cc1OCC,10%,1.3%,-11%,-20%,7%,
COc1ccc(S(=O)(=O)N2CCCCC2)cc1N(C)S(=O)(=O)c1ccccc1,-4%,1.4%,16%,-4%,5%,
Cc1nn(C(=O)CCC(=O)NCc2ccccc2Cl)c2ccccc12,-6%,0.3%,-10%,2%,-3%,
CCOc1ccc(N(CC(=O)N2CC=C(c3ccccc3)CC2)S(=O)(=O)c2c(C)noc2C)cc1,-18%,4.1%,.,-5%,-4%,
CCOCCCNC(=O)c1oc2ccc(S(=O)(=O)N3CCOCC3)cc2c1C,-1%,2.8%,-9%,-2%,5%,
C=CCN1C(=O)c2ccccc2NC1c1ccc(Br)s1 (centres undefined),3%,0.4%,15%,-15%,3%,
CCN(CC(=O)Nc1ccc(NC(C)=O)cc1)S(=O)(=O)/C=C/c1ccccc1,.,5.6%,-3%,-9%,-5%,
Cc1cccc(C(=O)N2CCC(Cc3ccccc3)CC2)c1[N+](=O)[O-],-4%,i,33%,3%,4%,

# Of the compounds above, these have a furan ring, fused or not.
SMILES,PhoP GFP inhibition,inhibitors of VEEV,M. tuberculosis,H1N1 NS1A inhibition,H37Rv inhibition,others
O=C(CN1CCN(C(=O)c2ccco2)CC1)Nc1ccc2c(c1)OCO2,-9%,i,-13%,1%,-6%,
COc1cccc(NC(=O)CN(C)C(=O)c2cc(-c3ccco3)nc3ccccc23)c1,9%,8.8%,17%,-1%,6%,
O=C(CN1C(=O)CC(c2ccco2)Sc2ccccc21)Nc1ccc2c(c1)OCCO2 (centres undefined),3%,5.9%,29%,4%,-2%,
CCCn1nnc(NC(=O)c2cc3ccccc3o2)n1,8%,1.1%,43%,-2%,-15%,
O=C(c1ccc(Br)o1)N1CCCc2ccccc21,6%,2.4%,.,15%,5%,inhibitors of VEEV 10K pilot screen=0.8
CCOc1ccc(Oc2cc(NC(=O)c3ccco3)cc([N+](=O)[O-])c2)cc1,1%,6.8%,-3%,4%,-9%,
C/C(=N\NC(=O)c1nc2ccccn2c1C)c1ccco1,-2%,1.2%,9%,-11%,3%,
CCOCCCNC(=O)c1oc2ccc(S(=O)(=O)N3CCOCC3)cc2c1C,-1%,2.8%,-9%,-2%,5%,

# Screens (PubChem)
